CCT chaperon mod = changes cytosolic chaperonin activity; purified chaperonin ATPase assay, HTRF ADP detection, 30 min; activity change, % (test concentration not listed), hits read low; 0.3% of 360,000 active; in the data active = activity change below about -30%; note: % is set by controls: 0 for no effect and ±100 for the full control effect
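Nucleotide hydrolysis assay: TRiC at 20–40 nM final (set by batch activity) with 10 uM ATP, 30 min at 37 °C, in presence of 76 uM compound. Detection by competitive ADP HTRF, 30 min ambient.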
EPAC1 ag = agonists of human EPAC1 | O95398 | EPAC1 agonist qHTS, biochemical assay; response scale: 100% = response to 6.5 mM cAMP | Potency, µM (top dose mostly 154 µM), for inactives: at the top dose activation, actives largely listed as activators | 0.073% of 360,000 active; note: potency is the fitted concentration of half-maximal effect; nearly all actives have a fitted effect of over 60% in size
Target sequence (O95398 whole entry, looked up): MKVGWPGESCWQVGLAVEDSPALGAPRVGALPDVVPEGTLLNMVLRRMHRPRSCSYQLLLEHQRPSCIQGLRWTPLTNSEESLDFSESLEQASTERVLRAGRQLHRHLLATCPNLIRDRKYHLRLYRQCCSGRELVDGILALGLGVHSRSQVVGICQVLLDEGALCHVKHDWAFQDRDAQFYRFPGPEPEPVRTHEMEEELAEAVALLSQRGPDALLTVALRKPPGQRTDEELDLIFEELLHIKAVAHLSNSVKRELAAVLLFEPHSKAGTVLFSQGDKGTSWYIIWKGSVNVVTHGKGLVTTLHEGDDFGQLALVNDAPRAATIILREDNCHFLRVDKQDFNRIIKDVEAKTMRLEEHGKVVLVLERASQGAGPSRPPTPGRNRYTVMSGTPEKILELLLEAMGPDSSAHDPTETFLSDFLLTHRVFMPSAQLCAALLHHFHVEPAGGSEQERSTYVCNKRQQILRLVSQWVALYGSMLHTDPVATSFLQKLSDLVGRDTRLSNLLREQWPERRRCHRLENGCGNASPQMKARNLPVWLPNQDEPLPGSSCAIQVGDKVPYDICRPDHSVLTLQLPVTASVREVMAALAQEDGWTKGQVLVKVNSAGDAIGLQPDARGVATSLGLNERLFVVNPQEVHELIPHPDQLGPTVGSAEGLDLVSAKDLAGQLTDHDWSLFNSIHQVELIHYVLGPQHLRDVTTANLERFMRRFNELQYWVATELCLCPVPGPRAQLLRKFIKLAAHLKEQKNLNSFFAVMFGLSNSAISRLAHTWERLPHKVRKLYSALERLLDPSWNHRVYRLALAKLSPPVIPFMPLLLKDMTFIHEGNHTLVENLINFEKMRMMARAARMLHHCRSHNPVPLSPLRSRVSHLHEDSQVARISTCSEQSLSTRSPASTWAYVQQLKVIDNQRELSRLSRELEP
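EPAC1 100 nM, Rap1B–BODIPY-GDP 250 nM, unlabeled GDP 50 uM; compound titration; 5 min RT; kinetic read ex480/em540 at 5-min intervals ×30 min; data normalized to 6.5 mM cAMP agonist control.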
PI5P4Ka inh = inhibitors of human PI5P4K alpha; P48426; PI5P4Kalpha enzyme, ADP-Glo luminescence, 60 min; hits give low values; max response, %; 1.2% of 330,000 active; active = max response of -50% or lower; inconclusive = between -30% and -50%; inactive = -30% or higher; note: value at the top dose of about 77 µM; % is set by controls: 0 for no effect and ±100 for the full control effect
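Reactions run in 0.038 M HEPES pH 7.4, 0.28 mM EGTA, 0.1% CHAPS and 5% DMSO, with PI5P4Kalpha, substrate, compound and 5 microM ATP final, one hour at room temperature. Readout is ADP-Glo luminescence.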
IL2 activator = activates IL-2 in a cell-based reporter assay; activation, % (series mostly up to about 46 µM); IL-2 activation reporter assay, cell-based qHTS; stimulated with anti-CD3/CD4/CD28 beads; in transgenic mouse T cells; 0.065% of 360,000 active; in the data active = activation above about 50%; inconclusive = mostly about 30% to 49%; note: 0% is about no effect
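Unstimulated transgenic mouse T cells; 60-min compound exposure; bead-based TCR/CD4/CD28 stimulation; 18 h culture, 37 degrees C; dual fluorescence (EGFP, DsRed) plate cytometry.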
EPAC1 antagonist = EPAC1 (human) antagonism; Potency, µM (doses to about 115 µM), inactives show top-dose activity change, negative = inhibition, hits mostly inhibitors; AID 720709; 0.14% of 360,000 active; O95398; EPAC1 GEF assay, Rap1b-BODIPY-GDP exchange fluorescence;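 note: potency is the fitted concentration of half-maximal effect; plate controls were vehicle for no effect and positive control for full effect; nearly all actives have a fitted effect of over 50% in size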
WRN inhibitor = inhibitors of human WRN helicase; Q14191; WRN helicase unwinding, fluorescent forked duplex, kinetic; Potency, µM (titrated, usually from 114 µM), for inactives: top-dose activity change, negative = inhibition, hits mostly inhibitors; 0.46% of 360,000 active; AID 651768; note: potency is the fitted concentration of half-maximal effect; % is set by controls: 0 for no effect and ±100 for the full control effect; nearly all actives have a fitted effect of over 55% in size
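Screening of the MLSMR collection measured strand separation of a quenched forked DNA duplex (100 nM) by 20 nM WRN with 2 mM ATP, all final. Compounds were preincubated with enzyme 15 min at room temperature.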
EPAC2 ag = activates human EPAC2 exchange factor. Q8WZA2. EPAC2 activation, biochemical qHTS; response scale: 100% = 6.5 mM cAMP response. Potency, µM (highest dose often 154 µM), for the others: top-dose activation, most hits filed as activators. 0.079% of 360,000 active. AID 720711; note: potency is the fitted concentration of half-maximal effect; nearly all actives have a fitted effect of over 50% in size
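In this primary screen, activation is scored as increased exchange of BODIPY-GDP from Rap1B by 100 nM EPAC2, with 50 uM GDP as competitor. Signal is normalized to the 6.5 mM cAMP agonist control.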
PLK1 PBD block = inhibitors of human PLK1 polo-box domain binding. Plk1 PBD binding of FITC phosphopeptide, fluorescence polarization. P53350. Potency, µM, for the others: max response, negative = inhibition, actives largely listed as inhibitors. AID 720504. 2.8% of 360,000 active; note: potency is the fitted concentration of half-maximal effect; series mostly up to about 57 µM; % is set by controls: 0 for no effect and ±100 for the full control effect; nearly all actives have a fitted effect of over 65% in size
* hit, by the source's call; ? = inconclusive; . = no result given; [ ] = dose if it differs, or a comment. Unless noted, calls come from the whole dose curve; as a rule, active = well fitted curve in the direction sought with a large enough effect; inconclusive = small, poorly fitted or top-dose-only effect, or another doubt; inactive = no such curve, though single readings can be large; an effect the other way counts as inactive or inconclusive.

Assay codes – A = CCT chaperon mod; B = EPAC1 ag; C = PI5P4Ka inh; D = IL2 activator; E = EPAC1 antagonist; F = WRN inhibitor; G = EPAC2 ag; H = PLK1 PBD block
Cc1cccc(CC2S/C(=N/c3cccc(C)n3)NC2=O)c1 (stereo unspecified)
  A: 0.8	B: 9%	C: -3	D: -0.1	E: -1%	F: -1%	G: 4%	H: -15%

Cc1cc(C)nc(SCCC(=O)Nc2ccccc2Cl)n1
  A: -0.7	B: 7%	C: 5	D: -4.3	E: -5%	F: -5%	G: 11%	H: -10%

COc1ccc(C2CC(c3ccccc3)=NN2c2ccc(S(N)(=O)=O)cc2)cc1 (stereo unspecified)
  A: -1.3	B: -3%	C: 5	D: 1.0	E: ?	F: -10%	G: 5%	H: 0%

COc1ccccc1-c1cc(C(=O)NCc2cccs2)no1
  A: -0.5	B: -4%	C: 13	D: 0.1	E: -30%	F: -8%	G: -2%	H: -18%

Cc1cc(C)n(-c2ccc(Cl)c(C(=O)Nc3ccc(OC(F)(F)F)cc3)n2)n1
  A: -1.7	B: 1%	C: 3	D: -2.7	E: 16%	F: -6%	G: 1%	H: -15%

CCN(C(=O)COC(=O)CSc1ccc([N+](=O)[O-])cc1)C1CCS(=O)(=O)C1 (stereo unspecified)
  A: 3.4	B: -19%	C: -26	D: -1.0	E: 1%	F: ?	G: 12%	H: 7.5µM*

O=C(NCc1nc2ccccc2[nH]1)C1=C[C@@H](c2ccccc2)C[C@@H](OCc2ccc(CO)cc2)O1
  A: 1.1	B: 7%	C: -1	D: -1.1	E: -19%	F: -1%	G: 15%	H: -9%

O=c1c(-c2ccc(O)cc2)coc2cc(OC3OC(CO)C(O)C(O)C3O)cc(O)c12 (stereo unspecified)
  A: 1.5	B: 2%	C: -4	D: 2.6	E: 8%	F: 2%	G: 11%	H: -4%

O=C(CCCCn1c(=O)[nH]c2ccccc2c1=O)NCCc1c[nH]c2ccccc12
  A: -1.2	B: -5%	C: 3	D: 0.5	E: ?	F: 4%	G: 27%	H: -12%

Cc1ccc(NC(=O)CCN2C(=O)C3CCCCC3C2=O)c(O)c1 (stereo unspecified)
  A: -1.3	B: -7%	C: 1	D: -3.5	E: 7%	F: 3%	G: -1%	H: 4%

COC(=O)c1cn(Cc2cccnc2)c(=O)c2ccccc12
  A: -0.5	B: 2%	C: 0	D: 1.1	E: -9%	F: -1%[57.1 µM]	G: 9%	H: -20%

COC(=O)Cn1c(O)c(N=NC(=O)CNC(=O)COc2cccc(C)c2)c2ccccc21
  A: 0.3	B: -2%	C: -1	D: 0.5	E: 3%	F: 2%	G: -10%	H: 4%

COCC(=O)N(C)[C@H]1C[C@H]2c3cc(N4CCN(C)CC4)ccc3CCN2C(=O)[C@H]1[C@H](C)O
  A: 1.2	B: 4%	C: -1	D: 0.2	E: 3%	F: 1%	G: 4%	H: -10%

CCOC(=O)N1CCN(Cc2cn[nH]c2-c2ccc(-c3ccccc3)cc2)CC1
  A: -16	B: 4%	C: 7	D: -2.1	E: 0%	F: -2%	G: 8%	H: -15%

CN(Cc1cnn(C)c1)C(=O)c1sc2cccc(Cl)c2c1Cl
  A: -0.6	B: 0%	C: 3	D: 0.6	E: -25%	F: 5%	G: 0%	H: -23%

Cc1cc(CNC(=O)C2CCC(=O)N(CCc3cccc(F)c3)C2)nn1C (stereo unspecified)
  A: -0.5	B: -5%	C: 4	D: -2.9	E: 16%	F: -20%	G: 11%	H: -4%

Cc1ccc([C@@H]2CC=C(C(=O)O)[C@H](c3cccc(Cl)c3)N2S(=O)(=O)c2ccccc2C)cc1
  A: -0.7	B: -16%	C: 2	D: 0.6	E: -27%	F: -4%	G: 3%	H: ?

N/C(=N\OC(=O)COc1ccc(Cl)cc1Br)c1ccncc1
  A: -1.0	B: -6%	C: -2	D: -4.5	E: -2%	F: 2%	G: 8%	H: -4%

O=C(O)CCc1nnc2n(Cc3ccc(F)cc3)c(=O)c3ccccc3n12
  A: 1.4	B: -12%	C: -2	D: -1.9	E: -15%	F: -9%	G: 17%	H: -17%

CSc1cccc(NCc2ccc([N+](=O)[O-])cc2)c1
  A: -6.9	B: 7%	C: 1	D: 0.5	E: -1%	F: -17%	G: 18%	H: -10%

CCS(=O)(=O)N1CCN(C(=O)c2cccs2)CC1
  A: -2.0	B: 4%	C: .	D: -2.1	E: 0%	F: 7%	G: -8%	H: -8%

O=C(NCC1CCCO1)C(=O)N/N=C\c1ccc2c(c1)OCO2 (stereo unspecified)
  A: -2.7	B: -20%	C: -6	D: -4.4	E: -9%	F: 2%	G: 5%	H: -3%

Cn1c(CNc2ccccc2)cc(=O)n(C)c1=O
  A: 0.5	B: 1%	C: .	D: -1.4	E: 10%	F: 4%	G: -1%	H: -2%

CSc1cccc(NC(=S)N2CCC(c3ccccc3)C2)c1 (stereo unspecified)
  A: -1.3	B: 21%	C: 1	D: -0.3	E: -6%	F: 1%	G: 17%	H: -21%

O=C(NC1CCCCC1)C1CCCN(S(=O)(=O)c2cccs2)C1 (stereo unspecified)
  A: -1.0	B: 9%	C: 1	D: -0.1	E: 4%	F: 6%	G: 2%	H: -3%

CS(=O)(=O)N1CCN(c2ccc([N+](=O)[O-])c(SCc3ccco3)c2)CC1
  A: -1.6	B: 9%	C: 0	D: -0.9	E: 0%	F: 6%	G: 10%	H: -16%

CC1(C)CC(NC(=O)C(C)(C)Oc2ccc(Cl)cc2)CC(C)(C)N1
  A: 0.8	B: 5%	C: -10	D: -0.5	E: -10%	F: 5%	G: 6%	H: -8%

COc1cccc(CC2(CO)CCCN(Cc3cn[nH]c3C3CCCCC3)C2)c1 (stereo unspecified)
  A: -1.5	B: 2%	C: 1	D: 0.3	E: 2%	F: -5%	G: 8%	H: -10%

S=c1nc2[nH]c3ccccc3c2n[nH]1
  A: -2.7	B: 4%	C: -50*	D: -0.6	E: -6%	F: -27%	G: 5%	H: 3.8µM*

Cc1ccc2c(c1)cc1c(=O)n(CC(=O)NCCCc3ccccc3)nc(C)n12
  A: 2.2	B: -3%	C: -4	D: -3.3	E: 21%	F: -2%	G: -1%	H: 1%

O=C(Nc1ccccc1C(=O)Nc1ccncc1)c1ccccc1
  A: -1.8	B: 0%	C: -3	D: 1.0	E: -6%	F: 6%	G: 2%	H: -2%

COc1cc(-c2cc(C(=O)NCc3ccc(S(N)(=O)=O)cc3)c3ccccc3n2)cc(OC)c1OC
  A: 1.1	B: 5%	C: 4	D: -1.3	E: -22%	F: -10%	G: 4%	H: 1%

Cc1nnc2ccc(-c3ccc(NS(=O)(=O)c4ccccc4F)cc3)nn12
  A: -2.7	B: -5%	C: -3	D: -0.7	E: -25%	F: -25%	G: 1%	H: -9%

O=C(O)/C=C/c1ccc(O)c(O)c1
  A: -1.1	B: -17%	C: ?	D: -0.4	E: -5%	F: 2%	G: 6%	H: -7%

O=C(Nc1cccc2ccccc12)c1ccc([N+](=O)[O-])cc1
  A: -0.4	B: -7%	C: -2	D: 0.7	E: -2%	F: 3%	G: -5%	H: -1%

Cc1ccccc1NC(=S)C1=C(O)c2sccc2N(C)S1(=O)=O
  A: -2.7	B: 0%	C: -22	D: 0.3	E: -26%	F: 0%	G: -4%	H: ?

COc1ccc(CNC(=O)c2ccccc2NC(=O)C2=CSCCO2)c(OC)c1
  A: 0.0	B: 8%	C: -4	D: -3.7	E: 16%	F: 0%	G: 11%	H: 3%

Cc1csc(NC(=O)C2CC(=O)N(Cc3ccco3)C2)n1 (stereo unspecified)
  A: -4.6	B: -5%	C: -7	D: -0.7	E: 3%	F: -1%	G: -2%	H: -5%

C/C(=N\NC(=O)C1CC1)c1ccc(C)cc1C
  A: 0.0	B: -6%	C: -2	D: -0.6	E: 10%	F: -1%	G: 3%	H: 1%

CCn1c(SCC(=O)Nc2nccs2)nnc1-c1cccnc1
  A: -1.1	B: 9%	C: 2	D: 2.5	E: 8%	F: 4%	G: 8%	H: 0%

CN(C)C(=O)c1cc(C(=O)c2ccc(Cl)cc2Cl)c[nH]1
  A: -0.2	B: -2%	C: 5	D: -6.0	E: 2%	F: -2%	G: 4%	H: -8%

O=C(NCc1ccc2c(c1)OCO2)c1cc(Cl)ccc1Cl
  A: -0.2	B: -8%	C: 2	D: -0.1	E: -8%	F: 7%	G: 1%	H: -3%

Cc1c(Cl)cccc1N=C1NC(=O)CS1
  A: 0.4	B: -4%	C: -7	D: -3.3	E: -7%	F: 8%	G: 11%	H: 1%

CC(C)CNC(=O)C1Nc2ccc(C(F)(F)F)cc2C2C=CCC12 (stereo unspecified)
  A: -2.5	B: -19%	C: -16	D: -1.4	E: -27%	F: -5%	G: 2%	H: -7%

COC(=O)c1cc(OC)c(OC)cc1NC(=O)c1ccc(Br)o1
  A: -7.9	B: 0%	C: -8	D: -0.2	E: 6%	F: -15%	G: -1%	H: 2%

A portion of the library; count on the stated rates, not on these rows.
